HTR5A ag ctr: HTR5A agonism, opioid heterodimer counter-screen; P47898; HTR5A agonist assay, luminescence, cell-based; activation, % at 9.3 µM; 0.61% of 340,000 active; AID 504692; in the data active = activation mostly above about 9.5%, no sharp cut-off; inactive = mostly below about 7.6%;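 also: 0% = cells with vehicle only and 100% = reference agonist; strong numbers were not always called active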
dFosB activator: activators of mouse delta FosB homodimer; purified delta FosB, TAMRA-CDK5 oligo fluorescence polarization; percent of positive-control signal above neutral wells; activation, % at 25 µM; 0.99% of 340,000 active; P13346; AID 493131;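 active = mean activation above about 17%, with every replicate also reaching it, limit read from the data, passing the limit was not always enough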;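 also: fluorescence polarization rise as delta FosB binds a TAMRA Cdk5 AP-1 oligo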
Target sequence (P13346 whole entry, looked up): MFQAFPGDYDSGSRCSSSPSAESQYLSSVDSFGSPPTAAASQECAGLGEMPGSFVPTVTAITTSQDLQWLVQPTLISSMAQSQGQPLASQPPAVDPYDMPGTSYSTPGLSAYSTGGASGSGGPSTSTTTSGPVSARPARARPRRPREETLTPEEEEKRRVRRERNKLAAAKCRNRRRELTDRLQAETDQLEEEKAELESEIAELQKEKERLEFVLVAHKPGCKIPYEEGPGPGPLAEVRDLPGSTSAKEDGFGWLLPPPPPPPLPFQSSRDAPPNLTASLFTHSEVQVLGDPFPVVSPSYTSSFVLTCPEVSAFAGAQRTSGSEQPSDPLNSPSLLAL
PvdQ inh: P. aeruginosa PvdQ acylase inhibition; purified PvdQ acylase, fluorescence plate reader; inhibition, % at 10 µM; 0.063% of 340,000 active; AID 488965; in the data active = inhibition above about 30%, passing the limit was not always enough;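 also: 0% = vehicle neutral wells and 100% = reference inhibitor wells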
V-ATPase pHluor: alters yeast V-ATPase proton transport; S. cerevisiae, pHLuorin cytosolic pH fluorescence; response, % at 10 µM; 0.37% of 350,000 active; in the data active = response mostly above about 7.3%, no sharp cut-off; inactive = mostly below about 5.4%; also: actives read high; inactives centre near 0; some compounds called inactive have numbers as strong as hits; reference of the scale not given here
NSD2 HMT inh: NSD2 (human) methyltransferase inhibition; O96028; 0.54% of 310,000 active; inhibition, % at 12.5 µM; NSD2 peptide methylation, AlphaScreen, 120 min; in the data active = inhibition above about 50%
CDK5 p35 inh: inhibitors of human CDK5/p35 kinase | AID 488839 | Q00535+Q15078 | inhibition, % at 10 µM | 0.01% of 330,000 active | Recombinant CDK5/p35, ADP-Glo luminescence, 60 min;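 active = highest replicate inhibition of at least 50% and at least 75% of replicates reaching 50%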;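 also: plate controls were DMSO neutral control for no effect and GW8510 at 10 µM for full effect; many of its hits are not listed in these tables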
Target sequence (Q00535 whole entry, looked up): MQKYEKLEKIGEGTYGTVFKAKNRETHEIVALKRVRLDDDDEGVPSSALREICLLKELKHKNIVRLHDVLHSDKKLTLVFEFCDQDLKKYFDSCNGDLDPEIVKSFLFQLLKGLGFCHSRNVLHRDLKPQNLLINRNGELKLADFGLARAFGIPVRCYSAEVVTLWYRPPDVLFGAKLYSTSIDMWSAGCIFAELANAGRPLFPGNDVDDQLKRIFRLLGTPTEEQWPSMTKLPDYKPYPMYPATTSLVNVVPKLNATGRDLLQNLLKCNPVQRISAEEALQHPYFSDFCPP
Target sequence (Q15078 whole entry, looked up): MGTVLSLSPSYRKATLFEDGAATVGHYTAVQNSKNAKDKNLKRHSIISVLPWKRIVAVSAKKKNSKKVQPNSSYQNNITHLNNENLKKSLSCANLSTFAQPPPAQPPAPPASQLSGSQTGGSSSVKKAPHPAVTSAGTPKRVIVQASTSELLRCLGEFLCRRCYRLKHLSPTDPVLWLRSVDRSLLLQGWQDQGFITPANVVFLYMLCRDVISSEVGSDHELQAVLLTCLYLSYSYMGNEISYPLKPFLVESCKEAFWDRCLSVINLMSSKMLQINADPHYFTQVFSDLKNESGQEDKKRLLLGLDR
MITF act: activators of MITF-driven TRPM1 promoter activity in SK-MEL-5 cells. SK-MEL-5 TRPM1-promoter luciferase, 24 h; % of positive control, neutral wells = 0. activation, % at 12.5 µM. 0.75% of 300,000 active. AID 588334;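 active = mean activation of at least 80% with every replicate also reaching 80%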;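 also: 0% = neutral control wells and 100% = parthenolide positive control wells; values of inactives mirror those of a sister screen read the other way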
HTR5A inv ag: inverse agonist of human HTR5A in OPRM1-OPRD1 counter-screen; P47898; HTR5A cell line, luminescence, inverse agonism; inhibition, % at 9.3 µM; 0.083% of 340,000 active; in the data active = inhibition mostly above about 23%, no sharp cut-off; inactive = mostly below about 18%;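 also: 0% = cells with DMSO and 100% = no-cell wells with DMSO; some compounds called inactive have numbers as strong as hits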
Wnt act: Wnt/beta-catenin pathway activation; Wnt/beta-catenin reporter cell assay, activator, plate reader; activation, % at 9.35 µM; 1.2% of 300,000 active; AID 743398; in the data active = activation above about 30%, passing the limit was not always enough;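 also: 0% = neutral control wells and 100% = positive control wells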
SR-BI HDL uptake: inhibitors of mouse SR-BI mediated HDL lipid uptake; 0.96% of 320,000 active; Q61009; ldlA[mSR-BI] CHO cells, DiI-HDL uptake fluorescence, 3 h; inhibition, % at 12.5 µM; AID 488896;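 active = mean replicate inhibition of at least 70% and a set share of replicates each scoring 70 or more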;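 also: 0% = median of neutral control wells and 100% = median of positive control wells; values of inactives mirror those of a sister screen read the other way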
* marks the source's active call; other numbers are inactive results; · = no result given. Rows were taken by chance (roughly 5% active in at least one column).

SMILES	HTR5A ag ctr	dFosB activator	PvdQ inh	V-ATPase pHluor	NSD2 HMT inh	CDK5 p35 inh	MITF act	HTR5A inv ag	Wnt act	SR-BI HDL uptake
CC(C)n1c(O)c(N=Nc2ccccn2)c2ccccc21	1	-1	5	-3	-1	-1.1	-9	-5	-1	-23
O=C(NCCCN1CCCC1)c1ccc(CS(=O)(=O)c2ccc(Cl)cc2)o1	1	0	2	2	8	1.1	-8	3	-2	-9
Cc1cccc2sc(NNC(=O)c3ccc(S(=O)(=O)N4CCCC(C)C4)cc3)nc12 (centres undefined)	17*	-5	-2	10*	·	-1.6	-45	-42	-5	128*
COC(=O)Cc1n[nH]c(=S)[nH]c1=O	-5	-3	-7	1	-1	-2.9	-11	14	-2	32
O=C(CCn1nnc2ccccc21)Nc1nnc(-c2ccccc2F)s1	3	1	-6	3	-1	-2.0	3	6	·	-4
COc1cccc(CNC(=O)c2nnn(CC(=O)Nc3ccc(C)c(C)c3)c2N)c1	6	12	-14	-1	0	-0.2	·	8	-5	8
CCOC(=O)c1ccc(NC(=O)CC2C(=O)N(c3ccccc3)C(=O)N2CCCOC)cc1 (centres undefined)	-2	-7	-14	-5	-2	1.7	-6	-86	19	-9
COc1cccc(C2N(Cc3ccccc3)C(=O)C2(F)F)c1OC (centres undefined)	16*	-7	-8	-2	-4	0.2	-4	-46	-8	·
CNC(=O)c1c(NC(=O)C2=COCCO2)sc2c1CCCC2	-1	-8	-1	1	0	-0.8	16	4	0	29
O=S(=O)(c1cccc(NC(=S)N2CCN(c3ccccc3F)CC2)c1)C(F)F	5	2	-13	-3	0	-3.0	-3	-15	-6	2
Cc1ccc2c(c1)CCCN2C(=O)CCc1nc2ccccc2c(=O)[nH]1	-1	-13	-9	2	3	0.6	·	2	-12	-4
Cc1ccc(Cn2c(NS(=O)(=O)c3ccccc3)nc3ccccc32)cc1	0	-6	7	1	0	-1.3	-19	-26	-5	18
COC(=O)c1cccc(N/C=C(\[N+](=O)[O-])S(=O)(=O)c2ccccc2)c1	1	1	-9	-2	1	0.6	-2	-4	2	-16
CCCn1nnnc1NCc1cccn1C	1	-2	0	-1	10	-2.0	-5	-18	·	0
CCC(NC(=O)C1C2C=CC(C2)C1C(=O)O)c1ccc(C)cc1 (centres undefined)	-3	2	-8	-1	1	-0.8	8	7	0	·
CCS(=O)(=O)n1c(Cc2cccs2)nc2ccccc21	3	-4	19	-7	·	0.6	-9	5	7	-23
CCOC(=O)C1(CCOc2ccccc2)CCN(Cc2ccc(C#CCCO)cc2)CC1	5	-7	-21	4	2	0.8	-16	-19	-6	-11
CC(C)C(NC(=O)c1c(F)cccc1F)C(=O)NCc1ccncc1 (centres undefined)	5	-5	-2	1	0	-1.6	-4	-1	0	-13
COc1ccc(CCNC(=O)[C@H](CCSC)NC(=O)N2CCn3c2nc2ccccc23)cc1OC	·	-5	-10	-1	7	1.9	1	·	-1	19
CCCOc1ccc(C2C(=O)N(C3CCCCC3)CC(=O)N2C2CC2)cc1OC (centres undefined)	7	-1	-7	-2	-2	0.3	7	10	·	-15

By substructure: the entries above with two or more sulfur atoms
SMILES	HTR5A ag ctr	dFosB activator	PvdQ inh	V-ATPase pHluor	NSD2 HMT inh	CDK5 p35 inh	MITF act	HTR5A inv ag	Wnt act	SR-BI HDL uptake
Cc1cccc2sc(NNC(=O)c3ccc(S(=O)(=O)N4CCCC(C)C4)cc3)nc12 (centres undefined)	17*	-5	-2	10*	·	-1.6	-45	-42	-5	128*
O=S(=O)(c1cccc(NC(=S)N2CCN(c3ccccc3F)CC2)c1)C(F)F	5	2	-13	-3	0	-3.0	-3	-15	-6	2
CCS(=O)(=O)n1c(Cc2cccs2)nc2ccccc21	3	-4	19	-7	·	0.6	-9	5	7	-23

Other records.
SMILES	HTR5A ag ctr	dFosB activator	PvdQ inh	V-ATPase pHluor	NSD2 HMT inh	CDK5 p35 inh	MITF act	HTR5A inv ag	Wnt act	SR-BI HDL uptake
Oc1ccccc1CNc1ncc(Br)cc1Br	-3	0	7	2	-5	-2.3	9	-1	·	19
CCOC(=O)C1=Nc2ccccc2C1=[N+]=[N-]	14	-5	-16	3	6	1.3	-55	-36	·	7
COc1ccc([N+](=O)[O-])cc1NC(=O)C(C)OC(=O)Cc1ccc(OC)c(OC)c1 (centres undefined)	-2	-3	-16	-4	2	-0.6	10	4	0	38
CSc1ccccc1C(=O)Nc1cccc([N+](=O)[O-])c1	0	2	-7	-1	7	-0.4	13	-9	-3	26
COc1ccccc1Nc1nc(NCC(C)C)nc(N)c1[N+](=O)[O-]	5	3	-4	0	-1	0.4	·	7	-1	53
Cc1nnc(SCc2ccccc2)nc1/C=C/NOCc1ccc(Cl)cc1Cl	-1	-9	-10	0	-1	-0.6	1	4	·	1
CC(C)(C)c1ccc(C(=O)N/N=C/c2ccc(OCCCF)cc2)cc1	0	3	7	0	-2	1.1	-13	-16	-1	29
C=CCSc1nnc(NC(=O)CN2C(=O)NC3(CCCC3)C2=O)s1	5	1	13	-1	·	-5.2	4	-16	1	-21
CCOC(=O)CN1NC2(CCCCCC2)NC1=S	-2	2	-12	3	-4	-1.5	·	-2	5	-17
Cc1onc(-c2c(Cl)cccc2Cl)c1-c1nnc(-c2ccc(Cl)cc2)o1	-5	-4	5	2	-3	1.1	·	-11	-16	45
Cc1cc(CN(C)C(=O)c2cc(COc3ccc(F)cc3Cl)on2)n[nH]1	-2	3	2	3	-1	-1.1	55	5	8	5
COC(=O)CCCCC1SCC(NC(=O)OC)C1NC(=O)OC (centres undefined)	11	-3	2	-1	0	1.1	-4	-31	-1	-1
CCC(Sc1nc(C)cc(C)n1)C(=O)Nc1cc(C)on1 (centres undefined)	-11	-2	-1	1	0	-0.1	6	-18	-1	-8
CN(c1ccccc1)S(=O)(=O)c1ccc(C(=O)OCC(=O)NCc2ccco2)cc1	2	-2	-5	1	·	0.2	-12	5	·	-18
CC(C)(C)OC(=O)N1CCC(CNC(=O)Nc2ccccc2)CC1	0	0	10	-1	-1	2.5	·	16	1	-3
COc1cc(NC(=S)N2CCN(S(=O)(=O)c3ccc(C)cc3)CC2)cc(OC)c1	2	0	-14	-1	1	0.8	-10	-5	-2	15
Cc1cc(-c2n[nH]c(=S)n2/N=C/c2cc([N+](=O)[O-])ccc2Cl)n[nH]1	-5	-2	3	-1	5	1.0	-1	12	0	16
CCSc1ccc2cc(OC)ccc2[n+]1CC	-5	7	-10	2	2	-2.0	-9	14	·	1
CC(=O)c1c(C(C)=O)c(C)n(Cc2ccc(Cl)cc2)c1C	6	-6	-15	3	5	-0.2	4	-21	-6	7
Cc1nn(-c2ccccc2)nc1CNC(=O)C1CCC1	-3	3	-12	-2	-2	-0.3	·	-9	0	-5
COC(=O)c1cc(C(=O)NCC2CCCCC2)cc([N+](=O)[O-])c1	1	-2	0	5	6	1.6	-8	-2	0	26
CCOC(=O)Cc1csc(SCC(=O)/C(C#N)=C(\C)N)n1	2	-8	-8	-1	1	-0.7	·	-19	·	2
COc1ccc(C2=CCN3CCCCC3C2)c(-c2ccc(OC)c(OC)c2)c1 (centres undefined)	2	-12	-14	1	·	-2.0	24	-2	5	46
O=c1cc(N2CCN(c3ccccc3)CC2)[nH]c(=O)n1C1CCCCC1	7	5	-4	-2	-3	-0.8	10	-16	·	15
CC(C)(C)c1nc(NCCO)c2nnn(Cc3ccccc3)c2n1	2	-20	-16	-2	3	0.3	·	-9	-1	-3
O=C(O)CNC(=S)N(Cc1ccccc1F)C1CCCCC1	6	-1	9	-4	-2	0.9	2	2	-1	1
CCC1CCCCN1C(=O)CSc1nc(N)cc(=O)[nH]1 (centres undefined)	-5	-2	-3	1	-1	-0.9	2	25	0	4
COc1ccccc1Oc1ccc2c(c1)C(=O)N(c1ccc(C)cc1)C2=O	1	0	3	2	3	2.2	14	-11	·	-19
CN(CC(=O)Nc1ccccc1Cl)C(=O)COC(=O)c1cnccn1	8	4	-11	4	-1	-1.0	-3	-28	0	-27
N=C1C(c2ccccc2)=C(O)CN1c1cccc2ccccc12	4	-2	5	14	1	-0.7	-8	14	-4	·
CCN(CC)S(=O)(=O)c1ccc(N2CCOCC2)c(NC(=O)CCOc2ccccc2)c1	8	-11	-5	-3	-2	0.6	-9	1	-2	·
COc1ccc(C(=O)/C=C/Nc2ccc(S(=O)(=O)Nc3onc(C)c3C)cc2)cc1	3	-2	-1	-2	17	1.1	-3	-10	·	-42
Cc1onc(-c2ccccc2Cl)c1C(=O)OCc1cnc(Cl)s1	-1	-9	1	3	-3	0.1	6	8	-3	19
O=C(NCCCN1CCOCC1)c1c(O)c2cc(Br)cc(Br)c2[nH]c1=O	6	-2	-12	5	·	-0.3	14	-19	·	12
CCOC(=O)c1sc2nc(SC)nc(-c3ccccc3)c2c1N	3	3	-2	-1	-3	1.3	16	15	1	56
S=C(NCc1ccco1)N1CCN(Cc2ccc(Cl)cc2Cl)CC1	6	1	-2	0	-2	-0.4	0	-18	·	32
Cc1ccc(C(C)C)cc1C(=O)CC1(O)C(=O)N(C)c2ccccc21 (centres undefined)	-2	-1	-17	3	0	2.4	9	7	·	-25
O=C(c1cc(F)ccc1F)N1CCC(N2CCC(C(=O)N3CCCC3)CC2)CC1	-4	-9	-5	0	3	0.8	6	13	2	-19
O=C(CNC(=O)c1ccc(Cl)cc1Cl)OCc1nnc(-c2ccccc2Br)o1	-1	-12	-12	-2	3	-1.4	6	3	-3	-29
CCOC(=O)N1CCN(c2nc(-c3ccccc3)c3cc(C)ccc3n2)CC1	7	-13	17	-4	-5	0.6	-2	-27	-1	51
NC(=O)c1ccc(NC(=O)CCc2nc3ccccc3s2)cc1	8	-7	8	1	1	-1.1	-2	-54	2	8
COc1cccc(C(=O)CC(=O)C(=O)Nc2cc(OC)ccc2OC)c1	2	-12	-8	-1	2	0.8	1	-7	1	8
Fc1ccc(NC(=S)N2CCCc3ccccc32)cc1	0	-5	-8	-6	-2	-0.1	-2	1	·	-30
CCCc1nccn1S(=O)(=O)c1cc(OC)ccc1OC	1	-7	5	0	6	0.1	-23	-2	0	-16
CN(C)c1ccc(-c2ccc3oc(-c4ccsc4)cc(=O)c3c2)cn1	-1	5	5	5	·	1.4	124*	-22	38*	-5
O=C1CN(c2ccccc2)C(=O)N1	-1	-2	-6	5	-6	-7.1	·	14	1	-14
Cc1nn(-c2ccccc2)c(Cl)c1/C=N/NC(=O)c1nn(C)cc1[N+](=O)[O-]	4	-7	-1	-4	6	-1.1	6	-15	8	34
NC(=O)c1ccccc1N=Cc1cccnc1	2	7	-9	-5	0	1.1	0	-21	-1	-4
CC(C)c1nc(C#N)c(NCCCn2ccnc2)o1	2	-5	-8	5	-1	-0.7	-4	-8	·	-11
COc1ccccc1C(=O)NC(=O)COC(=O)C1CCC1	4	-2	-17	-2	8	1.6	4	-10	-1	-39
CC(C)CNC(=O)C1Nc2ccccc2C2C=CCC12 (centres undefined)	8	-9	2	-4	·	1.2	1	-7	-2	-2
O=C(CNc1ccccc1)N/N=C/c1ccc2c(c1)OCCO2	-9	2	5	-4	1	0.8	5	23	·	-13
CC(C)Oc1ccc(C(=O)Nc2cc(S(=O)(=O)N3CCOCC3)ccc2N2CCOCC2)cc1	6	-7	-3	-5	-3	1.6	-7	-14	-6	-5
CCOC(=O)c1c(S(=O)(=O)Nc2ccccc2OCC)c(C)n(C)c1C	-2	-6	-14	0	-5	1.3	-8	0	1	-5
Cc1cc(C)c(C)c(S(=O)(=O)Nc2ccccc2C(=O)O)c1C	2	4	-14	1	-7	-0.7	-9	0	0	20
